Screens: PubChem BioAssay, several laboratories
phage Ecoli inh – E. coli growth loss with phage present; actives 0.26% (n = 360,000); inhibition, % at 11.9 µM; growth absorbance; in the data active = inhibition above about 11%
Mot1-301 SUMO – SUMOylation pathway inhibition by Mot1-301 growth rescue; growth rescue, % at 18.8 µM; actives 1% (n = 320,000); AID 2716; S. cerevisiae Mot1-301 growth rescue, ATP luminescence, 38.5C; percent above DMSO median, 100 means doubled;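 active = every valid replicate shows activation above 250% relative to neutral control wells; inactive = the rest, any valid replicate at or below 250%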;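 also: OY570 slx delta 5 strain wells were the positive control but not used for scaling; some compounds called inactive have numbers as strong as hits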
PKA-R2B activ – activates the human PKA-R2B holoenzyme complex; PKA-R2B holoenzyme dissociation, Cy5-IP20 fluorescence polarization; R2B truncated from residue 108, S112A mutant; 0% DMSO only, 100% 113 µM cGMP; activation, % at 11.4 µM; actives 0.079% (n = 340,000);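 active = activation above a cutoff set at the mean over all compounds plus 3 SD, cut at about 18% in these data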;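 also: higher means more holoenzyme dissociation and a rise in polarization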
CDK5 inh – blocks human CDK5/p35 kinase activity; Q00535+Q15078; AID 488839; actives 0.01% (n = 330,000); Recombinant CDK5/p35, ADP-Glo luminescence, 60 min; inhibition, % at 10 µM;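 active = highest replicate inhibition of at least 50% and at least 75% of replicates reaching 50%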;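 also: plate controls were DMSO neutral control for no effect and GW8510 at 10 µM for full effect; many of its hits are not listed in these tables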
Tat export inh – blocks Tat-dependent protein export in E. coli. E. coli MC4100 TorA-mCherry Tat export, fluorescence. inhibition, % at 10 µM. actives 0.036% (n = 340,000);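 active = mean replicate inhibition at least 50% and at least half of replicates individually reaching 50%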;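 also: exported cargo escapes ClpAP degradation while cytoplasmic cargo is degraded and loses fluorescence; 0% = median of neutral control wells and 100% = median of NaSCN control wells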
PKA-R1A activ – PKA-R1A complex activation; PKA-R1A dissociation, Cy5-IP20 fluorescence polarization; scaled: DMSO 0%, 113 µM cGMP 100%; P00514+P68181; actives 0.083% (n = 340,000); AID 504707; activation, % at 11.4 µM;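 active = percent activation above the mean of all tested compounds plus 3 SD, cut at about 19% in these data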;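 also: higher means more PKAc released from R1A so a rise in polarization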
E coli growth – counter-screen for AddAB inhibitors: E. coli growth inhibition | E. coli V3065 growth, OD600 absorbance, 18 h | inhibition, % at 11.9 µM | actives 0.27% (n = 330,000);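 active = inhibition above the campaign's mean inhibition across all tested compounds plus 3 SD, cut at about 9.9% in these data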;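 also: uninfected addAB+ strain grown without phage in ampicillin broth; 0% = DMSO wells and 100% = ciprofloxacin 0.95 µg/ml wells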
AddAB inh – less growth of phage-infected E. coli with AddAB; AID 435030; inhibition, % at 11.9 µM; actives 0.29% (n = 330,000); E. coli expressing H. pylori AddAB, absorbance growth; in the data active = inhibition above about 12%;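 also: 0% = vehicle wells of infected cells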
HTR5A inv ag – inverse agonist of human HTR5A in OPRM1-OPRD1 counter-screen | P47898 | HTR5A cell line, luminescence, inverse agonism | inhibition, % at 9.3 µM | actives 0.083% (n = 340,000) | AID 504634; in the data active = inhibition mostly above about 23%, no sharp cut-off; inactive = mostly below about 18%;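 also: 0% = cells with DMSO and 100% = no-cell wells with DMSO; some compounds called inactive have numbers as strong as hits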
Target sequence (P47898 whole entry, looked up): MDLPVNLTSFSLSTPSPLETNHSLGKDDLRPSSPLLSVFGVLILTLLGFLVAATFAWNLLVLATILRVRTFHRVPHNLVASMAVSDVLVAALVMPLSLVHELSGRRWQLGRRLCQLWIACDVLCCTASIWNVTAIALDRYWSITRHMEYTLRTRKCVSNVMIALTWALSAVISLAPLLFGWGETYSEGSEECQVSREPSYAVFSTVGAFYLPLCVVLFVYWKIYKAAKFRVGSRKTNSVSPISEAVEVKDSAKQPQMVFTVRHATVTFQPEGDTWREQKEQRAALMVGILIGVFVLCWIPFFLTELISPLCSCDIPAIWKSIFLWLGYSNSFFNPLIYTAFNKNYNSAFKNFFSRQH
HTR5A ag ctr – HTR5A agonism, opioid heterodimer counter-screen. AID 504692. HTR5A agonist assay, luminescence, cell-based. actives 0.61% (n = 340,000). activation, % at 9.3 µM. P47898; in the data active = activation mostly above about 9.5%, no sharp cut-off; inactive = mostly below about 7.6%;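 also: 0% = cells with vehicle only and 100% = reference agonist; strong numbers were not always called active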
DAGLB inhibitor – blocks human DAGLB lipase activity; Q8NCG7; HEK293T DAGLB membrane lysate, EnzChek fluorogenic substrate; inhibition, % at 5.17 µM; actives 0.059% (n = 340,000); in the data active = inhibition above about 34%;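 also: 0% = enzyme with vehicle and 100% = wells lacking enzyme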
Target sequence (Q8NCG7 whole entry, looked up): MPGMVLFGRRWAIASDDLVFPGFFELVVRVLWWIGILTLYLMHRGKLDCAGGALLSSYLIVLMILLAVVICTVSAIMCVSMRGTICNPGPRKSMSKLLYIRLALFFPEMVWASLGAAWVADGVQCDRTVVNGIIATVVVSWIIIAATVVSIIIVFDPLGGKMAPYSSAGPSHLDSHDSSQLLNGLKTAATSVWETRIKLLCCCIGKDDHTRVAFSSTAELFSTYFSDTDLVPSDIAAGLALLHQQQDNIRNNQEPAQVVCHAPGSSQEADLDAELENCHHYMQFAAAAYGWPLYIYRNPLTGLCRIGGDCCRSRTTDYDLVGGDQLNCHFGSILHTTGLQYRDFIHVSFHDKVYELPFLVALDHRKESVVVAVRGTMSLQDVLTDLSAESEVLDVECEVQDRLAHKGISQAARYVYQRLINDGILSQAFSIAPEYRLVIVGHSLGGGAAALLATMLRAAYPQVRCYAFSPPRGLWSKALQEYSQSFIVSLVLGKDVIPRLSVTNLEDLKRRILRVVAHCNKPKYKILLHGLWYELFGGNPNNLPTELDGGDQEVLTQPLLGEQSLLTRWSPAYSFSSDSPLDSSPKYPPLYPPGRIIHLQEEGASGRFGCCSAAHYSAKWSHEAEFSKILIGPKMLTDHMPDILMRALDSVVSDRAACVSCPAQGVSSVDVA
Starred values were filed as active, the others as inactive; · = no result given.

Compound	Tat export inh	PKA-R1A activ	phage Ecoli inh	Mot1-301 SUMO	CDK5 inh	PKA-R2B activ	AddAB inh	HTR5A ag ctr	E coli growth	HTR5A inv ag	DAGLB inhibitor
COc1ccc(NC(=O)c2c(NC(=O)CCC(=O)O)sc3c2CCCCC3)cc1	1	0	3.1	-4	-1.4	4	1.1	-5	2.4	-17	0
O=C(CCl)Nc1ccc(N=Nc2ccccc2)cc1	-5	-4	1.8	·	1.4	-9	·	0	·	-16	13
COc1ccccc1NCC(=O)c1ccc(Cl)cc1	2	2	3.2	-4	0.3	-5	1.1	0	0.0	1	-4
Cc1ccc2nc3sc(C(=O)NCc4ccco4)c(N)c3cc2c1	4	-13	0.9	-30	0.8	-17	0.3	1	2.7	-4	0
OCCNc1nc(Nc2ccc(Cl)cc2)nc(N2CCCC2)n1	-1	2	1.7	-9	1.4	1	0.1	-1	-0.2	-14	-1
COc1cc2c(cc1NC(=O)c1cccnc1)oc1ccccc12	-5	-7	4.1	555*	-1.9	-8	2.1	0	-0.2	-34	1
O=C1C2C(C(=O)N1c1ccncc1)C1C=CC2C12CC2 (stereo not given)	6	-13	2.9	-11	0.6	5	0.8	-6	1.1	-2	-1
CCc1cc(=O)oc2cc(C)cc(OCC(=O)N[C@@H](CSCc3ccccc3)C(=O)O)c12	-5	8	2.3	0	-1.6	8	3.9	2	-1.8	-9	4
CC1CC(NC(=O)c2c(O)nc3sccn3c2=O)CC(C)(C)C1 (stereo not given)	20	1	2.3	-4	0.6	-5	1.8	3	1.1	-9	3
O=C(COC(=O)C1C2CC3OC(=O)C1C3C2)Nc1ccccc1 (stereo not given)	15	-4	2.1	0	0.2	-3	-0.3	-4	-1.5	4	0
COC(=O)n1ccc(C(=O)Nc2ccccc2F)n1	-1	11	4.6	3	-0.3	3	1.6	0	-0.7	-5	1
COc1ccc(C2(C)NC(=O)NC2=O)cc1OC (stereo not given)	2	6	3.5	0	-0.3	5	0.2	-5	-1.4	12	-1

Two entries drawn at random from the list so far, as already listed:
Compound	Tat export inh	PKA-R1A activ	phage Ecoli inh	Mot1-301 SUMO	CDK5 inh	PKA-R2B activ	AddAB inh	HTR5A ag ctr	E coli growth	HTR5A inv ag	DAGLB inhibitor
O=C(CCl)Nc1ccc(N=Nc2ccccc2)cc1	-5	-4	1.8	·	1.4	-9	·	0	·	-16	13
COc1cc2c(cc1NC(=O)c1cccnc1)oc1ccccc12	-5	-7	4.1	555*	-1.9	-8	2.1	0	-0.2	-34	1

Remaining list, next part
Compound	Tat export inh	PKA-R1A activ	phage Ecoli inh	Mot1-301 SUMO	CDK5 inh	PKA-R2B activ	AddAB inh	HTR5A ag ctr	E coli growth	HTR5A inv ag	DAGLB inhibitor
O=C(CCc1nnc(CCCc2ccccc2)o1)NCCN1CCOC1=O	0	-2	6.3	25	-0.5	-17	3.5	-5	0.9	-22	-3
COC(=O)CCn1nc(-c2ccc(Cl)cc2)c2ccccc2c1=O	2	-10	3.2	174	0.7	5	0.2	2	-2.3	-6	-3
CC(C)(C)c1ccc(/C=C/C(=O)N2CCc3ccccc3C2)cc1	-4	-17	3.1	-15	-1.1	-1	1.5	-3	-0.1	-4	-8
COc1ccc(C(=O)CN2C(=O)NC(C)(c3ccc(C)cc3)C2=O)cc1OC (stereo not given)	-7	-11	3.3	-9	1.3	-8	3.7	-3	-0.6	-15	1
COCOc1cc(O)c(C(=O)/C=C/c2ccccc2)c(OCOC)c1	8	-3	1.3	-18	-0.4	-12	1.9	-1	-1.7	-16	1
COc1ccccc1CNC(=O)COC(=O)c1cc(=O)c2ccccc2o1	6	-10	-1.0	6	0.3	-7	0.2	5	-0.4	-17	0
Cc1cccc(-c2ocnc2C(=O)Nc2ccccc2C(=O)N2CCCC2)c1	12	-10	0.9	20	0.4	5	3.2	-1	1.4	4	-1
COC(=O)CN(c1ccccn1)S(=O)(=O)c1ccccc1	-7	-9	-0.8	·	-0.3	-12	-0.3	-4	0.1	-34	2
CC(C)CN(C(=O)CN(C)CC(=O)Nc1ccccc1C#N)c1c(N)n(CC(C)C)c(=O)[nH]c1=O	-1	2	0.1	-6	-0.7	0	2.1	-2	0.9	6	3
CCCNS(=O)(=O)c1ccc(OCC(=O)N(C)Cc2ccccc2)cc1	7	-11	2.3	-22	3.5	6	0.8	5	-1.5	-13	-1
Cc1ccc(CNc2oc(-c3cccs3)nc2C#N)cc1	0	-2	-0.8	-3	-2.0	2	2.0	8	1.2	-21	0
CCOc1ccc(CNC(=O)c2ccc3c(c2)N(CC)CCS3)cc1	-1	-11	2.9	273	0.4	1	1.9	7	-2.2	-21	0
Cc1c(Cc2ccccc2)c(=O)oc2c(C)c(OC(C)C(=O)N[C@@H](Cc3ccccc3)C(=O)O)ccc12 (stereo not given in full)	5	-10	3.5	-10	1.1	-8	3.9	3	-0.3	-15	6
Cc1cc(C)c(C(=O)COC(=O)c2ccc([N+](=O)[O-])o2)cc1C	-3	5	1.8	-8	2.1	-14	3.6	5	-0.4	-17	-4
COc1cccc(N2CCN(CC(=O)c3c[nH]c4ccc(OC)cc34)CC2C)c1 (stereo not given)	-2	1	4.9	-3	0.2	-1	1.9	1	2.3	-17	0
COCC(=O)Nc1sc2c(c1C(=O)OC)CCC(C)C2 (stereo not given)	3	0	1.6	45	-0.4	1	2.8	9	1.6	-24	-12
CCN(C(=O)c1cccc(S(=O)(=O)N2CCCCC2)c1)C1CCS(=O)(=O)C1 (stereo not given)	-1	-20	0.9	·	-0.1	-5	·	-2	·	4	0
CCOc1ccc(N(C)S(=O)(=O)c2ccc(-c3ccc(=O)[nH]n3)s2)cc1	0	-10	1.0	421	·	-2	0.3	0	-3.6	-1	1
COc1ccc(CNC(=O)C2(CC3CC(c4ccccc4)=NO3)CCN(C(=O)Cc3ccc(F)cc3)CC2)cc1 (stereo not given)	11	-2	0.4	-19	-0.6	-6	4.0	-8	0.5	20	1
CC(NS(=O)(=O)c1cccc(C(=O)N(C)Cc2ccc(N3CCOCC3)cc2)c1)c1ccccc1 (stereo not given)	-10	1	-0.1	·	-4.5	-8	·	1	·	-11	3
COc1ccc(S(=O)(=O)Nc2c(C(=O)O)[nH]c3ccccc23)cc1	-6	-12	4.0	0	-1.1	-13	2.4	0	0.4	-27	0
Cc1ccc(NC(=O)CO/N=C(\N)c2nonc2N)cc1	3	3	0.5	-5	2.2	0	5.7	4	2.5	2	-6
Cc1nc(SC(C)C(=O)Nc2c(C)n(C)n(-c3ccccc3)c2=O)nc(C)c1C (stereo not given)	8	-13	0.1	-1	-0.1	0	0.3	1	0.3	-2	0
O=C(CSc1nc2ccccc2c(=O)n1-c1ccccc1Cl)Nc1cccc(S(=O)(=O)N2CCOCC2)c1	0	8	2.1	-27	1.1	-9	3.9	0	-0.9	-9	-1
C[N+](C)(C)C(Cc1ccccc1)C(=O)[O-] (stereo not given)	2	-4	·	2	-2.0	-2	3.2	2	2.2	5	-2
O=C1CCCc2[nH]nc(-c3cccnc3)c21	11	2	1.0	1	-0.2	-6	1.8	-5	1.2	18	-1
COc1ccc(CN2CCN(C3CCC3)CC2CCO)c(F)c1 (stereo not given)	0	-14	2.7	179	2.6	-9	·	0	·	-8	-5
C=CCNC(=O)c1oc2ccc(S(=O)(=O)N(CC)CC)cc2c1C	-2	-4	2.8	0	-4.4	-6	0.8	-3	-1.7	-26	-1
CCSc1oc(-c2ccco2)nc1S(=O)(=O)c1ccc(C)cc1	3	0	1.7	323	1.8	-7	0.8	4	1.3	-10	-2
COc1cc(NC(=O)CCc2nnc3ccc(NCc4ccco4)nn23)cc(OC)c1	1	-4	-2.1	238	0.9	-8	3.7	0	-4.4	-19	-2
S=c1[nH]c(-c2ccccc2)cn1/N=C/c1cccnc1	-3	-1	2.4	-1	-0.6	-9	0.0	6	1.5	3	-2
CSc1nncn1/N=C/c1ccc([N+](=O)[O-])cc1	-1	-2	2.3	-24	1.6	4	0.7	1	-1.0	-2	0
O=C(COC(=O)C1CCN(S(=O)(=O)c2cccc3cccnc23)CC1)c1ccc([N+](=O)[O-])cc1	-1	8	2.3	134	-0.2	14	3.2	2	2.7	-4	1
CCCCN(CCCC)C(=S)NC(=O)c1ccccc1Cl	16	-5	1.5	-2	0.0	-2	0.3	-2	-1.6	-2	0
CN(C)c1nc2ncn(Cc3ccccc3)c2c(=O)[nH]1	1	-1	4.2	-3	-0.3	2	3.7	1	0.3	-3	-6
COc1cccc(CC(=O)Nc2ccc(S(=O)(=O)Nc3nc(C)cc(C)n3)cc2)c1	-3	-3	1.2	34	0.9	2	2.4	0	0.9	1	-3
CC(C)N1CCc2c(sc(NC(=O)c3ccc(S(=O)(=O)N4CCCCC4C)cc3)c2C(N)=O)C1 (stereo not given)	4	-14	5.0	114	-1.1	-1	0.2	-1	-1.5	-6	3
Cc1ccc(NC(=O)COC(=O)C2CCC(=O)N2)c([N+](=O)[O-])c1 (stereo not given)	4	-3	4.4	-4	0.7	-1	4.2	5	1.2	-18	-1
COc1ccc(S(=O)(=O)NC2CCCC2)c(OC)c1	-7	-7	0.6	-5	-1.2	-10	0.6	-2	-0.8	-4	-4

Among those listed so far, these contain a thiophene ring, fused or not:
Compound	Tat export inh	PKA-R1A activ	phage Ecoli inh	Mot1-301 SUMO	CDK5 inh	PKA-R2B activ	AddAB inh	HTR5A ag ctr	E coli growth	HTR5A inv ag	DAGLB inhibitor
COc1ccc(NC(=O)c2c(NC(=O)CCC(=O)O)sc3c2CCCCC3)cc1	1	0	3.1	-4	-1.4	4	1.1	-5	2.4	-17	0
Cc1ccc2nc3sc(C(=O)NCc4ccco4)c(N)c3cc2c1	4	-13	0.9	-30	0.8	-17	0.3	1	2.7	-4	0
Cc1ccc(CNc2oc(-c3cccs3)nc2C#N)cc1	0	-2	-0.8	-3	-2.0	2	2.0	8	1.2	-21	0
COCC(=O)Nc1sc2c(c1C(=O)OC)CCC(C)C2 (stereo not given)	3	0	1.6	45	-0.4	1	2.8	9	1.6	-24	-12
CCOc1ccc(N(C)S(=O)(=O)c2ccc(-c3ccc(=O)[nH]n3)s2)cc1	0	-10	1.0	421	·	-2	0.3	0	-3.6	-1	1
CC(C)N1CCc2c(sc(NC(=O)c3ccc(S(=O)(=O)N4CCCCC4C)cc3)c2C(N)=O)C1 (stereo not given)	4	-14	5.0	114	-1.1	-1	0.2	-1	-1.5	-6	3
